# Assay outcomes deposited in PubChem by Broad Institute.
# BioA inh – inhibitors of Mycobacterium tuberculosis BioA enzyme; purified M. tuberculosis BioA enzyme, plate reader; inhibition, % at 9.99 µM; actives 0.096% (n = 360,000); AID 602481; in the data active = inhibition above about 40%
# Numbers without * were called inactive.
molecule	BioA inh
C[C@@H]1CN([C@H](C)CO)S(=O)(=O)c2ccc(-c3ccncc3)cc2O[C@@H]1CN(C)C(=O)CC1CC1	0.6
C[C@@H]1CN([C@H](C)CO)C(=O)c2cc(NS(=O)(=O)c3cccs3)ccc2O[C@@H](C)CCCCO[C@@H]1CN(C)C	-0.9
C/C=C/c1ccc([C@@H]2[C@@H](CO)N3CCCCN(C(=O)Nc4ccccc4F)C[C@H]23)cc1	-3.8
COc1cccc(NC(=O)N[C@H]2CC[C@H](CC(=O)N3CCN(C)CC3)O[C@H]2CO)c1	3.8
COC(=O)C(CC#Cc1ccc2c(c1)[C@]1(C(=O)N2)[C@H](c2ccc(OCCO)cc2)N2[C@H](c3ccccc3)[C@H](c3ccccc3)OC(=O)[C@H]2[C@@H]1C(=O)N1CCN(c2ncccn2)CC1)C(=O)OC	-3.8
CS(=O)(=O)N1CCCCN2[C@H](C1)[C@@H](c1ccc(Br)cc1)[C@@H]2CO	-6.3
O=C(Cc1ccncc1)NCC[C@@H]1CC[C@H](NC(=O)C2CCCC2)[C@@H](CO)O1	-3.4
Cc1ccc(S(=O)(=O)N[C@@H]2CC[C@@H](CC(=O)N3CCc4ccccc4C3)O[C@@H]2CO)cc1	-1.1
C[C@@H]1CN([C@H](C)CO)C(=O)Cc2cc(NS(=O)(=O)c3cccs3)ccc2O[C@@H]1CN(C)Cc1ccc(Oc2ccccc2)cc1	-0.5
C[C@H]1CN([C@@H](C)CO)C(=O)c2cc(NC(=O)Cc3cn(C)c4ccccc34)ccc2O[C@H]1CN(C)C	-1.7
CO[C@@H]1CN(C)C(=O)c2ccc(NC(=O)Cc3ccccc3)cc2OC[C@@H](C)N(C(=O)c2ccccc2F)C[C@@H]1C	0.4
CN1C[C@H]2[C@@H](c3ccccc31)[C@H](CO)N2C(=O)C1CCOCC1	-2.9

molecule	BioA inh
O=C(c1ccccc1)N1CC[C@@H]2[C@@H](CO)Nc3ccc(C#Cc4ccccc4F)cc3[C@@H]21	-4.4
O=C(C[C@H]1C[C@H]2c3cc(NC(=O)Nc4ccc(C(F)(F)F)cc4)ccc3O[C@H]2[C@@H](CO)O1)NCc1cc(F)ccc1F	-2.9
C[C@H](CO)N1C[C@H](C)[C@H](CN(C)CC2CC2)Oc2c(NS(=O)(=O)c3ccc(Cl)cc3)cccc2C1=O	1.4
Cc1ccc(S(=O)(=O)Nc2ccc3c(c2)C(=O)N([C@@H](C)CO)C[C@@H](C)[C@H](CN(C)C(=O)Nc2ccccc2)OCCCC[C@@H](C)O3)cc1	-4.5
Cc1ccc(S(=O)(=O)N(C)C[C@@H]2OCCCC[C@H](C)Oc3ccc(NS(=O)(=O)c4c(C)noc4C)cc3C(=O)N([C@@H](C)CO)C[C@@H]2C)cc1	-2.3
Cc1ccc(S(=O)(=O)N(C)C[C@@H]2Oc3ccc(NC(=O)Nc4ccccc4)cc3CC(=O)N([C@@H](C)CO)C[C@@H]2C)cc1	0.8
O=Cc1ccc(NC(=O)CCCCCCC(=O)NOCc2ccccc2)cc1	-1.8
Cc1cccc(S(=O)(=O)N2CCCCN3[C@H](C2)[C@H](c2ccc(C#C[C@H](C)O)cc2)[C@@H]3CO)c1	-2.6
COc1ccc(S(=O)(=O)N(C)C[C@H]2OCCCC[C@H](C)Oc3ccc(NS(=O)(=O)c4ccc(F)cc4)cc3C(=O)N([C@@H](C)CO)C[C@H]2C)cc1	-1.6
Cc1ccccc1-c1cnc2c(c1)C(=O)N([C@@H](C)CO)C[C@H](C)[C@H](CN(C)CC1CCOCC1)O2	-0.6
CO[C@H]1CN(C)C(=O)c2ccc(NS(C)(=O)=O)cc2OC[C@H](C)N(Cc2ccccn2)C[C@H]1C	-0.7
C[C@@H]1CN([C@H](C)CO)C(=O)Cc2cc(NC(=O)Nc3ccc(C(F)(F)F)cc3)ccc2O[C@@H]1CN(C)Cc1ccc(C(=O)Nc2ccccc2N)cc1	-7.8

# Exported as labelled records: entries from further up
> Cc1ccc(S(=O)(=O)N(C)C[C@@H]2OCCCC[C@H](C)Oc3ccc(NS(=O)(=O)c4c(C)noc4C)cc3C(=O)N([C@@H](C)CO)C[C@@H]2C)cc1
  BioA inh = -2.3
> C[C@@H]1CN([C@H](C)CO)C(=O)Cc2cc(NC(=O)Nc3ccc(C(F)(F)F)cc3)ccc2O[C@@H]1CN(C)Cc1ccc(C(=O)Nc2ccccc2N)cc1
  BioA inh = -7.8

# The listing continues:
molecule	BioA inh
COc1cccc(-c2ccc3c(c2)O[C@H](CN(C)Cc2cccnc2)[C@@H](C)CN([C@H](C)CO)S3(=O)=O)c1	1.6
CO[C@@H]1CN(C)C(=O)c2cc(NC(=O)C3CC3)ccc2OC[C@H](C)N(C(=O)Cc2ccccn2)C[C@H]1C	0.1
C[C@H]1CN([C@@H](C)CO)S(=O)(=O)c2ccc(C#Cc3ccncc3)cc2O[C@H]1CN(C)C(=O)C1CCOCC1	0.3
CC(C)C#Cc1cnc2c(c1)C(=O)N([C@@H](C)CO)C[C@@H](C)[C@H](CN(C)C(=O)c1ccccc1)O2	1.8
Cc1ccc(S(=O)(=O)Nc2ccc3c(c2)CC(=O)N([C@@H](C)CO)C[C@H](C)[C@@H](CN(C)S(=O)(=O)c2ccccc2)O3)cc1	-0.9
N#Cc1cccc(-c2ccc3c(c2)[C@@H]2[C@@H](CCN2S(=O)(=O)c2ccc(F)cc2)[C@@H](CO)N3)c1	-0.9
Cc1cccc(S(=O)(=O)N2CCCCN3[C@H](CO)[C@H](c4ccc(C#C[C@H](C)O)cc4)[C@@H]3C2)c1	-0.6
O=C(C[C@H]1CC[C@H](NC(=O)c2cccc(F)c2)[C@@H](CO)O1)NCc1ccccc1	-0.7
C[C@H](CO)N1C[C@H](C)[C@@H](CN(C)C(=O)c2ccccn2)Oc2ncc(-c3ccccc3)cc2C1=O	0.5
CO[C@@H]1CN(C)C(=O)c2cc(NC(C)=O)ccc2OC[C@H](C)N(CC2CCCCC2)C[C@@H]1C	0.1
CO[C@H]1CN(C)C(=O)c2ccc(NS(=O)(=O)c3ccccc3)cc2OC[C@@H](C)N(Cc2nccs2)C[C@@H]1C	-0.3
N#C[C@H]1[C@@H](c2ccc(-c3cccc(F)c3)cc2)[C@@H](CO)N1c1nc(-c2ccccc2)cs1	-1.4

molecule	BioA inh
N#Cc1ccc(-c2ccc([C@H]3[C@H](CO)N4CCCCN(C(=O)Cc5ccccc5)C[C@@H]34)cc2)cc1	-1.1
C[C@@H]1CCCCO[C@@H](CN(C)CC2CCCCC2)[C@H](C)CN([C@@H](C)CO)C(=O)c2cc(NC(=O)Cc3ccccc3)ccc2O1	0.6
COCC(=O)N(C)C[C@@H]1Oc2cc(-c3ccccc3)ccc2S(=O)(=O)N([C@H](C)CO)C[C@H]1C	-0.2
CC(C)NC(=O)Nc1ccc2c(c1)C(=O)N([C@H](C)CO)C[C@H](C)[C@@H](CN(C)S(=O)(=O)c1cccs1)OCCCC[C@H](C)O2	0.6
C[C@@H]1CN([C@@H](C)CO)C(=O)c2cc(NS(=O)(=O)c3cn(C)cn3)ccc2O[C@@H](C)CCCCO[C@H]1CN(C)C(=O)c1ccccc1	-1.0
COc1ccc(NC(=O)N(C)C[C@H]2OCCCC[C@@H](C)Oc3ccc(NC(=O)NC4CCCCC4)cc3C(=O)N([C@@H](C)CO)C[C@H]2C)cc1	-0.6
CC(C)NC(=O)N(C)C[C@@H]1Oc2cc(C#C[C@@H](C)O)ccc2S(=O)(=O)N([C@H](C)CO)C[C@H]1C	-0.5
CCc1cnc(N2[C@H](C#N)[C@H](c3ccc(C#CC(C)C)cc3)[C@H]2CO)s1	1.6
CN1C(=O)c2cc(NC(=O)Cc3ccccc3)ccc2OC[C@H]2O[C@H](CC(=O)NCC3CC3)CC[C@@H]21	0.4
C[C@H]1CN([C@@H](C)CO)C(=O)c2cccc(NC(=O)c3ccc(-c4nccs4)cc3)c2O[C@H]1CN(C)Cc1ccccc1	-2.6
O=C([C@@H]1[C@@H](CO)[C@@H]2Cn3c(cccc3=O)[C@H]1N2CC1CC1)N1CCc2ccccc2C1	-0.4
O=S(=O)(c1ccccc1)N1CCCCN2[C@H](C1)[C@@H](c1ccc(-c3cncnc3)cc1)[C@@H]2CO	2.1

molecule	BioA inh
C[C@@H]1CN([C@H](C)CO)C(=O)c2cc(NS(=O)(=O)c3cccs3)ccc2O[C@H]1CN(C)Cc1ccc(Oc2ccccc2)cc1	-1.3
COc1cccc(-c2cnc3c(c2)C(=O)N([C@@H](C)CO)C[C@@H](C)[C@H](CN(C)CC2CCOCC2)O3)c1	-0.6
C[C@H]1CN([C@@H](C)CO)S(=O)(=O)c2ccc(C#Cc3ccc(F)cc3)cc2O[C@H]1CN(C)C(=O)NC1CCCC1	-1.7
COCC#Cc1ccc2c(c1)O[C@H](CN(C)Cc1cncnc1)[C@@H](C)CN([C@@H](C)CO)S2(=O)=O	1.9
CCS(=O)(=O)N1CCCCN2[C@H](CO)[C@H](c3ccc(-c4ccc(C#N)cc4)cc3)[C@H]2C1	0.0
C[C@@H]1CN([C@H](C)CO)C(=O)Cc2cc(NC(=O)Cc3ccccc3)ccc2O[C@@H]1CN(C)Cc1ccc2c(c1)OCO2	1.0
COc1ccc(S(=O)(=O)Nc2ccc3c(c2)CC(=O)N([C@H](C)CO)C[C@H](C)[C@H](CN(C)Cc2ccc(Oc4ccccc4)cc2)O3)cc1	7.3
CCCNC(=O)N(C)C[C@@H]1Oc2ncc(C#Cc3ccncc3)cc2C(=O)N([C@@H](C)CO)C[C@@H]1C	-1.7
CO[C@H]1CN(C)C(=O)c2ccc(NC(=O)NC(C)C)cc2OC[C@H](C)N(C(=O)NC(C)C)C[C@H]1C	-1.4
C[C@H](CO)N1C[C@H](C)[C@@H](CN(C)C(=O)C2CCOCC2)Oc2ncc(C#Cc3cccc(F)c3)cc2C1=O	1.6
C[C@@H]1CN([C@@H](C)CO)C(=O)c2cccc(NS(=O)(=O)c3cn(C)cn3)c2O[C@H]1CN(C)CC1CCCCC1	0.9
Cc1noc(C)c1NC(=O)Nc1ccc2c(c1)CC(=O)N([C@@H](C)CO)C[C@@H](C)[C@H](CN(C)Cc1ccc(Oc3ccccc3)cc1)O2	0.5

# Looked up by compound from the list above (6):
molecule	BioA inh
CO[C@H]1CN(C)C(=O)c2ccc(NC(=O)NC(C)C)cc2OC[C@H](C)N(C(=O)NC(C)C)C[C@H]1C	-1.4
CCCNC(=O)N(C)C[C@@H]1Oc2ncc(C#Cc3ccncc3)cc2C(=O)N([C@@H](C)CO)C[C@@H]1C	-1.7
COc1ccc(S(=O)(=O)Nc2ccc3c(c2)CC(=O)N([C@H](C)CO)C[C@H](C)[C@H](CN(C)Cc2ccc(Oc4ccccc4)cc2)O3)cc1	7.3
Cc1noc(C)c1NC(=O)Nc1ccc2c(c1)CC(=O)N([C@@H](C)CO)C[C@@H](C)[C@H](CN(C)Cc1ccc(Oc3ccccc3)cc1)O2	0.5
CCS(=O)(=O)N1CCCCN2[C@H](CO)[C@H](c3ccc(-c4ccc(C#N)cc4)cc3)[C@H]2C1	0.0
C[C@H]1CN([C@@H](C)CO)S(=O)(=O)c2ccc(C#Cc3ccc(F)cc3)cc2O[C@H]1CN(C)C(=O)NC1CCCC1	-1.7

# Continuation:
molecule	BioA inh
O=S(=O)(c1ccccc1F)N1CC[C@@H]2[C@H](CO)Nc3ccc(-c4ccccc4F)cc3[C@@H]21	-1.2
COc1ccc(NC(=O)Nc2cccc3c2O[C@@H](CN(C)S(=O)(=O)c2cccs2)[C@H](C)CN([C@@H](C)CO)C3=O)cc1	0.0
O=C(NC1CCCC1)N[C@@H]1CC[C@H](CC(=O)N2CCOCC2)O[C@H]1CO	-1.4
Cc1ccc(S(=O)(=O)N(C)C[C@H]2OCCCC[C@H](C)Oc3ccc(NC(=O)c4ccccc4)cc3C(=O)N([C@@H](C)CO)C[C@@H]2C)cc1	-4.3
C[C@H](CO)N1C[C@H](C)[C@H](CN(C)S(=O)(=O)c2cn(C)cn2)Oc2ccc(NC(=O)CCCN(C)C)cc2C1=O	-4.6
CNC[C@H]1Oc2cc(C#CCOC)ccc2S(=O)(=O)N([C@@H](C)CO)C[C@@H]1C	-1.3
COc1ccc(C(=O)N2C[C@@H]3[C@H](c4ccccc42)[C@@H](CO)N3C(=O)c2ccc(F)cc2)cc1	-1.2
Cc1ccc(S(=O)(=O)N(C)C[C@H]2Oc3ccc(NC(=O)NC(C)C)cc3CC(=O)N([C@@H](C)CO)C[C@H]2C)cc1	2.0
NCC[C@H]1CC[C@H](NC(=O)C2CCCCC2)[C@@H](CO)O1	3.9
CNC[C@@H]1Oc2ccc(NS(=O)(=O)c3ccc(F)cc3)cc2CC(=O)N([C@H](C)CO)C[C@H]1C	2.8
CCCN1C[C@@H](C)[C@@H](OC)CN(C)C(=O)c2ccc(NC(=O)Nc3cccc(F)c3)cc2OC[C@H]1C	5.4
O=C(C[C@@H]1CC[C@@H](NS(=O)(=O)c2ccccc2)[C@@H](CO)O1)NCCN1CCCCC1	2.8

molecule	BioA inh
Cc1ccc(S(=O)(=O)Nc2ccc3c(c2)C(=O)N([C@H](C)CO)C[C@@H](C)[C@H](CN(C)Cc2ccccc2)OCCCC[C@@H](C)O3)cc1	1.2
CCC(=O)N1[C@H](CO)[C@@H](c2ccc(-c3ccc(F)cc3)cc2)[C@@H]1CNC(C)=O	3.9
C[C@@H]1CN([C@@H](C)CO)C(=O)Cc2cc(NS(=O)(=O)c3cccs3)ccc2O[C@@H]1CN(C)C(=O)NC1CCCCC1	-3.1
C[C@@H]1CN([C@H](C)CO)C(=O)c2cc(NC(=O)Nc3ccc(F)cc3)ccc2O[C@@H](C)CCCCO[C@@H]1CN(C)CC1CCCCC1	0.7
N#C[C@@H]1[C@@H](c2ccc(C3=CCCCC3)cc2)[C@H](CO)N1S(=O)(=O)c1cccc(F)c1	21
CCCN1[C@H](C(=O)OC)[C@@H](CO)[C@@H]2Cn3c(ccc(-c4cncnc4)c3=O)[C@@H]21	-0.5
C[C@H]1CN([C@@H](C)CO)C(=O)c2cc(NC(=O)NC3CCCCC3)ccc2O[C@@H]1CN(C)Cc1ccc(Cl)c(Cl)c1	0.1
CC(=O)N[C@H]1CC[C@@H](CCNC(=O)C2CCC2)O[C@@H]1CO	0.0
O=C(C[C@H]1CC[C@@H](NC(=O)C2CC2)[C@@H](CO)O1)NC1CCC1	-0.4

# Some of the compounds tested; rates above refer to the full screens.
